# From PubChem BioAssay
# Integrin act MD: integrin-mediated muscular dystrophy alleviation activation; 350,000 tested, 0.064% active; AID 624291; alpha7betagal myoblasts, beta-gal FDG fluorescence, 48 h; Potency, µM (titrated, usually from 38.3 µM), without a hit: at the top dose activation, hits mostly activators;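 note: potency is the fitted concentration of half-maximal effect; 100% = response of the positive control SU9516; nearly all actives have a fitted effect of over 60% in size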
#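 Alpha7betagal+/- myoblasts (passage 13) were plated 16-24 hr, then exposed to compounds (1:260 dilution of DMSO stock) for 48 hours at 37C. After MPER lysis, β-galactosidase reporter activity was read as FDG fluorescence (ex 480/em 540) after 30 minutes.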
# PKM2 act: PKM2 (human) enzyme activation. P14618. purified PKM2, Kinase-Glo ATP luminescence, activation; response scale: 0% is enzyme alone, no compound. Potency, µM (doses to about 57.5 µM), without a hit: at the top dose activation, hits mostly activators. 260,000 tested, 0.34% active; note: potency is the fitted concentration of half-maximal effect; % is set by controls: 0 for no effect and ±100 for the full control effect; nearly all actives have a fitted effect of over 55% in size
# Target sequence (P14618 whole entry, looked up): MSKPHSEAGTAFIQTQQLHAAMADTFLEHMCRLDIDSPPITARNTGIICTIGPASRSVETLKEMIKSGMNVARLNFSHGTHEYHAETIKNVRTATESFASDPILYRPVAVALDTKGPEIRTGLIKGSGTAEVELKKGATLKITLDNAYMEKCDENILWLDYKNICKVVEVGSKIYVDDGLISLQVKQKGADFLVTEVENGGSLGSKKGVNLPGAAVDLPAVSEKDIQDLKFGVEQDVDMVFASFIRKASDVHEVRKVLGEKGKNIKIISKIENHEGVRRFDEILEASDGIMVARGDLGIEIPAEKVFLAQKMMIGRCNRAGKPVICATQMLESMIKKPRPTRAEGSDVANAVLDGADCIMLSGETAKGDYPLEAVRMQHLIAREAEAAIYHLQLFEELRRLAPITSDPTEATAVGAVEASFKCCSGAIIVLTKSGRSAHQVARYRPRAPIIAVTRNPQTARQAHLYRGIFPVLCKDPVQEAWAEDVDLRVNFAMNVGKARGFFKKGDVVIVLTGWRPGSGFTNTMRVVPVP
#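 Purified hPK-M2 (>95%) run at intermediate activity with 0.1 mM ADP and 0.5 mM PEP in 50 mM imidazole pH 7.2, KCl, MgCl2; 1 h room temperature. ATP formed read by Kinase-Glo luminescence; normalized to uninhibited and no-enzyme controls.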
# Tb PFK inh: inhibitors of T. brucei phosphofructokinase; Potency, µM (doses to about 57.5 µM), for the others: at the top dose activity, negative = inhibition, most hits filed as inhibitors; T. brucei PFK, ADP-Glo luminescence; AID 485367; O15648; 330,000 tested, 0.17% active;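 note: potency is the fitted concentration of half-maximal effect; 0% = uninhibited 1x PFK enzyme wells and -100% = no-enzyme wells; nearly all actives have a fitted effect of over 60% in size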
#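 Compounds were pin-transferred as a titration series up to 57 uM into substrate buffer (0.5 mM F6P, 0.1 mM ATP, pH 8.0), then 1.25 nM PFK was added and reactions ran 45 min before ADP-Glo detection.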
# B2AR arrestin: beta2AR (human) beta-arrestin recruitment activity. Potency, µM (top dose mostly 46.1 µM), without a hit: at the highest dose activation, hits mostly activators. AID 492947. 330,000 tested, 0.02% active. P07550. beta-arrestin recruitment to beta2AR, cell-based reporter;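 note: potency is the fitted concentration of half-maximal effect; 0% = DMSO controls and full agonism = EC100 isoproterenol or metaproterenol; nearly all actives have a fitted effect of over 65% in size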
# GALK inh: blocks human galactokinase activity. P51570. Purified GALK, Kinase-Glo residual ATP luminescence. Potency, µM (highest dose often 57.5 µM), for the others: top-dose activity change, negative = inhibition, most hits filed as inhibitors. 270,000 tested, 0.007% active. AID 1868; note: potency is the fitted concentration of half-maximal effect; % is set by controls: 0 for no effect and ±100 for the full control effect
#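 Kinase-Glo Plus luminescence measured ATP left after a 1 h room-temperature reaction. The reaction used 5 nM GALK, 100 uM galactose and 35 uM ATP at pH 8.0 (20 mM HEPES, 5 mM MgCl2, 60 mM NaCl, 1 mM DTT, 0.01% BSA).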
# ASM inhibitor: inhibitors of human secretory acid sphingomyelinase | placental ASM, HMU-PC fluorogenic substrate, 60 min | Potency, µM (titrated, usually from 57.5 µM), for the others: top-dose activity change, negative = inhibition, hits mostly inhibitors | 340,000 tested, 0.006% active | AID 504937; note: potency is the fitted concentration of half-maximal effect
#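 Human placenta-derived ASM enzyme was preincubated with compound for 10 minutes at room temperature, then given fluorogenic substrate HMU-PC0 (9 uM final) for 60 minutes at 37 °C; a pH 10 stop preceded fluorescence reading at Ex 386/Em 447 nm.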
# TSG101-PTAP inh: blocks PTAP/TSG101 interaction to inhibit HIV-1 budding | Q99816 | Fluorescence polarization, FITC-PTAP peptide / Tsg101 binding | Potency, µM (titrated, usually from 115 µM), without a hit: top-dose activity change, negative = inhibition, actives largely listed as inhibitors | 340,000 tested, under 10 active | AID 493005; active = well fitted inhibition curve with a large enough effect in the main read-out, with a control signal flat, not every such curve was filed as active; inconclusive = small, poorly fitted or top-dose-only effect, or effect the other way, or a change in a side signal; inactive = no such curve, though single readings can be large or run the other way; note: potency is the fitted concentration of half-maximal effect; % of control where 0% means no effect
# Target sequence (Q99816 whole entry, looked up): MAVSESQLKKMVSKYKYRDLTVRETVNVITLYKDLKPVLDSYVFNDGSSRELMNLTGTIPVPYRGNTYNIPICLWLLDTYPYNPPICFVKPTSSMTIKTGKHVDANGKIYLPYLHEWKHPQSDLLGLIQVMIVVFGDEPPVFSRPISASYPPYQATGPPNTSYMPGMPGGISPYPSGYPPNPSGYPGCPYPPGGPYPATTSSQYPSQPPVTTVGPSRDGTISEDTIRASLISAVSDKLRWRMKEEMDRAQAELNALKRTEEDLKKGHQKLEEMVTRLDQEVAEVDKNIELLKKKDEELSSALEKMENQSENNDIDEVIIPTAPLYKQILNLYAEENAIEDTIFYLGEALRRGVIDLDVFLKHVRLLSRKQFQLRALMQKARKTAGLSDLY
#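 Fluorescence anisotropy tracks displacement of a FITC-tagged PTAP peptide (50 nM) from the Tsg101 binding domain (10 uM), following a 20 min room-temperature incubation at pH 7.5.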
# Giardia killer: Giardia lamblia killing; Giardia lamblia trophozoite viability; activity change, % at 7.66 µM, hits read low; 340,000 tested, 0.15% active; AID 540267; in the data active = activity change below about -80%; inconclusive = between about -30% and that limit;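 note: parasites exposed to compound for two days anaerobically before the ATP read; % is set by controls: 0 for no effect and ±100 for the full control effect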
#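 Media and compound were dispensed first, then trophozoites at 100 cells/well; plates sat 48 hrs at 37 deg C without oxygen before ATP luminescence reagent was added and read after 15-30 min at room temperature.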
# Menin MLL FP TR: menin-MLL binding inhibition, Texas Red mutant peptide; O00255; Menin + Texas Red MLL mutant peptide, fluorescence polarization; Potency, µM (top dose mostly 61.6 µM), for inactives: at the highest dose FP activity change, negative = inhibition, usual class: inhibitors; 270,000 tested, 0.23% active; AID 1768; active = well fitted inhibition curve with a large enough effect in the polarisation, with a control signal flat, not every such curve was filed as active; inconclusive = small, poorly fitted or top-dose-only effect, or effect the other way, or a change in a side signal; inactive = no such curve, though single readings can be large or run the other way; the % refers to the polarisation; note: potency is the fitted concentration of half-maximal effect; % of control where 0% means no effect; many of its hits are not listed in these tables
# Chronic BCR inh: chronic active BCR signaling inhibition; Potency, µM (series often up to 46.1 µM), for inactives: top-dose ratio change, negative = lower green/red ratio, usual class: inhibitors; 340,000 tested, 0.05% active; ABC-DLBCL IkBa-CBG/CBR reporter, luminescence ratio, 4 h; active = well fitted inhibition curve with a large enough effect in the signal ratio, with a control signal flat, not every such curve was filed as active; inconclusive = small, poorly fitted or top-dose-only effect, or effect the other way, or a change in a side signal; the % refers to the signal ratio;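 note: potency is the fitted concentration of half-maximal effect; plate controls were basal doxycycline-induced cells for no effect and cells given 10 µM MG132 for full effect; MG132 reads +100%, hits lower the ratio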
#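 Cell line TMD8 (human ABC DLBCL), stably expressing tet-inducible CBG68-IkBa fusion and CBR; IMDM/0.5% FBS; cpd up to 46 uM; dox induction, 4 h, 37C/5% CO2; dual luminescence; green/red ratio; MG132 control.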
# FBPA coupling cs: counter-screen for Giardia aldolase inhibitors: coupling enzyme system; coupling enzyme system counterscreen, AmpLite Red fluorescence; AID 2472; activity change, negative = inhibition, % at 58.2 µM, hits read low; 290,000 tested, 0.67% active; in the data active = activity change below about -30%; note: % is set by controls: 0 for no effect and ±100 for the full control effect
#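 Counterscreen of the coupled detection system alone, without aldolase: glyceraldehyde-3-phosphate coupling enzymes plus AmpLite Red readout. Compounds at 57.5 uM final, 10 min RT preincubation, 20 min RT reaction, fluorescence 525/598 nm.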
# Active calls of the source: *; i = inactive; ? = inconclusive; nt = not tested or not shown; [ ] = remark or other dose. Unless noted, calls come from the whole dose curve; as a rule, active = well fitted curve in the direction sought with a large enough effect; inconclusive = small, poorly fitted or top-dose-only effect, or another doubt; inactive = no such curve, though single readings can be large; an effect the other way counts as inactive or inconclusive.
SMILES,Integrin act MD,PKM2 act,Tb PFK inh,B2AR arrestin,GALK inh,ASM inhibitor,TSG101-PTAP inh,Giardia killer,Menin MLL FP TR,Chronic BCR inh,FBPA coupling cs
Nc1cc2c(cc1C(=O)c1ccccc1F)OCCO2,3%,1%,7%,-0.7%,-3%,-2%,1%,-8,-3%,0%,0
OC[C@@H]1[C@@H](c2ccc(Cl)cc2)C(c2cccc(Cl)c2)=NN1c1ccccc1,0%,nt,4%,-0.2%,nt,i,-1%,40[activator],?,?,-1
COc1ccccc1NC(=O)NCCN1CCN(C(=O)Nc2ccccc2OC)CC1,-3%,-5%,1%,0.3%,0%,11%,0%,-1,1%,-15%,3
CC(C)[C@H](NC(=O)c1ccc(F)cc1)C(=O)NC1=NCCS1,-7%,-3%,-4%,0.0%,10%,3%,-4%,4,-14%,-2%,1
CCN(CC)CCNC(=O)c1ccc(NC(=O)c2cccc(-n3cnnn3)c2)cc1,-2%,nt,-6%,-0.2%,nt,-1%,-1%,-1,nt,5%,nt
COC(=O)[C@@]12CCCN1[C@H](c1ccc(-c3ccc4c(c3)OCO4)c(OC)c1)[C@H]1C(=O)N(C)C(=O)[C@H]12,-10%,nt,-6%,0.9%,nt,1%,nt,7,nt,-25%,nt
Fc1ccc(-[n+]2nc(Nc3ccccc3)sc2-c2c3ccccc3cc3ccccc23)cc1,-45%,0%,2%,0.2%,nt,-7%,-7%,7,?,-8%,-31*
COCCNC(=S)NC1CC2CCCC(C1)N2Cc1cccs1 (centres undefined),5%,-3%,3%,-0.8%,4%,5%,-3%,11,7%,0%,0
O=c1oc2ccccc2cc1-c1nc(-c2ccccc2)no1,4%,-7%,-1%,0.2%,-2%,13%,-3%,-7,23%,?,7
CCn1ncc(Br)c1C(=O)Nc1ccc(F)cc1F,9%,6%,-8%,0.1%,1%,0%,-3%,13,-1%,8%,2
CC1(C)CC(=O)C(C=NCCN2CCN(C(=O)c3ccc(Br)cc3)CC2)=C(O)C1,-32%,-3%,1%,0.3%,-1%,2%,0%,0,-19%,-7%,-1
O=C(c1ccc(-c2nnc(Nc3cccc(Cl)c3)c3ccccc23)cc1)N1C[C@H]2C[C@H](C1)c1cccc(=O)n1C2,19%,2%,2%,0.5%,-6%,-2%,-10%,3,31%[activator],-13%,0
O=C(Cc1ccc(F)cc1)N/N=C/c1ccncc1,18%,3%,?,-0.1%,1%,-1%,0%,-15,1%,3%,3
Cc1[nH]c2ccccc2c1/C=N/Nc1nc(Nc2ccccc2)nc(N2CCOCC2)n1,-27%,-1%,-6%,0.4%,2%,?,-7%,-3,?,?,-1
Cc1ccc(NC(=O)CN2CCC(NC(=O)Cc3ccccc3)CC2)cc1C,0%,2%,0%,-0.5%,-3%,6%,-6%,6,nt,20%,-1
CCCCC(CC(O)COCC(C)C)C(=O)NNC(=S)Nc1ccccc1 (centres undefined),-3%,-2%,14%,-0.3%,3%,2%,-3%,-3,-1%,-7%,-4
c1ccc(-n2nnnc2Sc2n[nH]c(-c3ccncc3)n2)cc1,2%,1%,2%,0.3%,-6%,-1%,2%,-6,18%,19%,-2
Cc1nc2c(C)cccn2c(=O)c1NC(=O)c1cccs1,9%,nt,0%,-0.9%,nt,-2%,-6%,22,nt,?,nt
CCOC(=O)c1ccccc1N=N/C(C(C)=O)=C(/C)O,21%,-3%,2%,-1.1%,nt,-6%,-7%,10,-5%,-1%,4
Cc1cccc(NC(=O)c2sc(Cl)nc2C)c1C,-8%,-20%,5%,0.1%,3%,3%,-2%,-23,3%,0%,-3
CCCC1=NCCn2cccc21,-26%,0%,-1%,0.1%,-1%,11%,-2%,-5,-7%,5%,-2
Cc1ccc(C(=O)NCC(=O)OCC(=O)/C=C2\N(C)c3ccccc3C2(C)C)cc1C,-27%,1%,0%,-0.5%,1%,137%[activator],0%,-13,-7%,-2%,5
Cc1ccc(NC(=O)c2ccccc2F)cc1S(=O)(=O)N1CCCCCC1,-12%,-8%,0%,0.1%,-2%,-4%,-1%,2,-3%,-1%,-5
CCCCn1nc(C(=O)Nc2nc3c(s2)CCCC3)c2ccccc2c1=O,3%,-13%,1%,-0.7%,-2%,-6%,-6%,-29,2%,?,0
NC(=S)NNC(=O)c1cccc(Cl)c1,0%,-2%,6%,-1.0%,0%,4%,-3%,14,nt,?,-5

# (cont.)
SMILES,Integrin act MD,PKM2 act,Tb PFK inh,B2AR arrestin,GALK inh,ASM inhibitor,TSG101-PTAP inh,Giardia killer,Menin MLL FP TR,Chronic BCR inh,FBPA coupling cs
CCc1ccc2[nH]c(=O)c(C(c3nnnn3CC3CCCO3)N3CCCc4ccccc43)cc2c1 (centres undefined),22%,?,-4%,0.1%,-3%,-12%,-5%,1,-3%,0%,-31*
COCCNC(=O)c1ccc(CS(=O)(=O)c2ccccc2OC)o1,-12%,nt,-14%,-0.3%,5%,0%,-3%,20,-4%,4%,-2
O=[N+]([O-])c1ccccc1/C=N/N1CCN(c2ccc(Cl)cc2)CC1,-13%,-2%,0%,0.1%,1%,-13%,-1%,10,24%,3%,-2
CCOC(=O)C(NC(=O)C1C(C)N1S(=O)(=O)c1ccc(C)cc1)C(=O)OCC (centres undefined),2%,-2%,-2%,-1.4%,0%,0%,-1%,10,nt,1%,nt
C/C(=N\NC(=O)c1cc(Br)ccc1O)c1cccc(NC(=O)c2ccccc2F)c1,?,nt,8%,0.1%,0%,4%,0%,-8,nt,?,nt
COc1ccccc1NC(=O)Nc1ccc(NC(=O)c2ccccc2O)cc1,-12%,nt,-1%,0.1%,-5%,-21%,-2%,26,?,-4%,-2
CS(=O)(=O)N1CCN(C(=O)COc2ccccc2)CC1,2%,4%,0%,0.6%,-1%,-3%,-1%,0,2%,14%,0
COc1cccc(CN2CC(C(=O)NC3CCC3)CCC2=O)c1 (centres undefined),10%,2%,-2%,0.5%,3%,0%,-2%,?,3%,3%,1
Cc1c(NC(=O)c2ccc(S(=O)(=O)N3CCOCC3)cc2)c(=O)n(-c2ccccc2)n1C,-7%,-5%,-11%,-0.7%,4%,1%,0%,0,nt,-2%,1
CC1CCCN(C/C=C/c2ccccc2[N+](=O)[O-])C1 (centres undefined),-23%,0%,-5%,-0.9%,-1%,-2%,2%,-4,-14%,-17%,2
COC(=O)C(C)(C)ONC(=O)Nc1ccc(Br)cc1,2%,0%,0%,-2.0%,-2%,4%,0%,-12,9%,8%,3
O=C(CCCC(=O)OCC(Cl)=C(Cl)Cl)Nc1cccc(F)c1,-27%,1%,0%,-0.4%,-2%,-10%,0%,-16,22%,?,-1
COc1ccc(-n2nnnc2CNC(=O)C(=O)c2c[nH]c3ccccc23)cc1,1%,nt,5%,0.4%,nt,-3%,0%,-13,nt,-19%,nt
O=[N+]([O-])c1c(Nc2ccccn2)cc(Cl)c2nonc12,-81%[inhibitor],26%,-14%,3.8%,nt,0%,-4%,29,nt,?,-57*
Cc1cc(C)nc(Sc2c(F)c(F)c(C(F)(F)F)c(F)c2F)n1,3%,5%,-5%,0.2%,10%,-3%,-6%,11,7%,-1%,2
O=C(COC(=O)c1ccccc1NC(=O)c1ccco1)Nc1ccc2c(c1)OC(F)(F)O2,-17%,-2%,1%,0.1%,0%,1%,-1%,-4,22%,-23%,-4
Cc1nc2ccccc2nc1OCC(=O)Nc1ccc2ccccc2c1,-3%,3%,0%,-1.1%,0%,-1%,-4%,-1,5%,2%,0
CCOc1ccc(-n2c(-c3ccc(Cl)cc3)c[n+]3c2SCC3)cc1,0%,6%,-2%,0.2%,0%,-4%,-2%,12,-12%,1%,1
C=C(C)Cn1c(N2CCC(Cc3ccccc3)CC2)nc2c1c(=O)[nH]c(=O)n2C,nt,8%,-1%,-0.1%,-2%,-4%,nt,11,?,3%,-2
CN1/C(=C/c2cccc[n+]2C)Sc2ccccc21,-19%,nt,-10%,-0.4%,1%,-13%,1%,-3,4%,1%,4
COCCn1nnnc1C(c1cccs1)N1CCN(c2cccc(C(F)(F)F)c2)CC1 (centres undefined),-1%,19%,-7%,-0.1%,-5%,-7%,-2%,3,12%,2%,2
NC(=S)n1[nH]c(-c2ccc([N+](=O)[O-])cc2)c(N=Nc2cccc([N+](=O)[O-])c2)c1=O,-9%,5%,-9%,?,12%,-9%,-10%,11,?,?,5
COC(=O)c1ccccc1OCCCCN1CC(C)OC(C)C1 (centres undefined),21%,0%,-6%,-0.6%,2%,4%,-4%,-8,-27%,-1%,0
C/C(Cc1ccccc1)=N\NC(=O)CNC(=O)c1ccc(Br)cc1,-6%,0%,0%,-0.2%,2%,2%,-14%,-7,0%,-7%,-11

# These rows are one share of the data; count on the stated rates, not on these rows.
